# PREPL inhibitor: inhibits the human prolyl oligopeptidase-like enzyme. inhibition, % at 5.96 µM. actives 0.68% (n = 320,000). AID 2751. recombinant PREPL, fluorescence polarization activity-based probe; in the data active = inhibition above about 43%;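 note: 0% = enzyme with DMSO and 100% = wells lacking enzyme; many of its hits are not listed in these tables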
# LYPLA2 counter: LYPLA2 (human) inhibition in PME1 counter-screen; recombinant LYPLA2, FP-Rh probe fluorescence polarization; AID 2177; inhibition, % at 5.9 µM; O95372; actives 0.38% (n = 320,000);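 active = inhibition above the screen-wide mean plus 3 SD, limit set per campaign, cut at about 26% in these data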;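 note: 0% = LYPLA2 with DMSO and 100% = wells lacking LYPLA2 enzyme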
# Target sequence (O95372 whole entry, looked up): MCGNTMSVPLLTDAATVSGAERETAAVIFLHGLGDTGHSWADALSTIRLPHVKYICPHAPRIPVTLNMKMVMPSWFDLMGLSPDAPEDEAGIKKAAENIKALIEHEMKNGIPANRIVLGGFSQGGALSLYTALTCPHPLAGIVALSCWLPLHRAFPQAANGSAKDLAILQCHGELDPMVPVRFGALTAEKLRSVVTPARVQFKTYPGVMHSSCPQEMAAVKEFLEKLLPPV
# PP1 inh: PP1-alpha (human) inhibition in PP5 counter-screen | P62136 | purified PP1alpha, OMFP fluorescence | inhibition, % at 6.7 µM | actives 0.9% (n = 320,000);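 active = inhibition above the mean inhibition of all tested compounds plus 3 SD, computed separately for each screening campaign, cut at about 15% in these data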
# TPT1 inhibitor: blocks Candida albicans tRNA 2'-phosphotransferase; recombinant caTPT1, FP RNA substrate dephosphorylation; inhibition, % at 5 µM; actives 0.81% (n = 300,000); AID 1962;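 active = inhibition above the mean of all tested compounds plus 3 SD, set per screening campaign, cut at about 24% in these data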;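 note: plate controls were DMSO alone for no effect and ferristatin control at 100 nM for full effect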
# PP5 primary: PP5 (human) phosphatase inhibition; P53041; purified PP5c, OMFP substrate fluorescence; inhibition, % at 6.7 µM; actives 0.18% (n = 320,000);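 active = inhibition above the campaign's mean inhibition across all tested compounds plus 3 SD, cut at about 9.5% in these data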;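 note: 0% = DMSO only and 100% = 100 µM cantharidin control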
# GASC-1 inh: blocks human GASC-1 demethylase activity | Q9H3R0 | actives 0.069% (n = 330,000) | AID 2099 | inhibition, % at 2.35 µM | GST-JMJD2C(1-420) H3K9me3 demethylation, DELFIA europium;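 active = more than half of a compound's replicate wells show inhibition beyond 50%, single wells judged on their own value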;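 note: signal counts dimethyl H3K9 product captured on neutravidin plate; 0% = median of DMSO wells and 100% = 0.3 times that DMSO median; strong numbers were not always called active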
# Target sequence (Q9H3R0 1-420 limits assumed): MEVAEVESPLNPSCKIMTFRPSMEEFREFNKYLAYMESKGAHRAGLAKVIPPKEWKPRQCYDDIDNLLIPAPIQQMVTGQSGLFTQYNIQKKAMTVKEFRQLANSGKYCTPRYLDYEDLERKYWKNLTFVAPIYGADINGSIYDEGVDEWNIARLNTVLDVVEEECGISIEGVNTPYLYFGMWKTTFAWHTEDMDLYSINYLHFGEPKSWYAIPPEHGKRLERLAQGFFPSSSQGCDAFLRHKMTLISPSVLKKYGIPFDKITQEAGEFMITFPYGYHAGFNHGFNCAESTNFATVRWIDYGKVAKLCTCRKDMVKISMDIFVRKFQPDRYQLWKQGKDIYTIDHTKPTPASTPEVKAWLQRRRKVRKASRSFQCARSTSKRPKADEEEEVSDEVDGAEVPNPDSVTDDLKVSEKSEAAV
# core dimer inh: HCV core protein dimerization inhibition; TR-FRET GST/Flag-core106 dimerization, 1536-well; inhibition, % at 5 µM; actives 0.33% (n = 300,000);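 active = inhibition above the mean of all tested compounds plus 3 SD, set per screening campaign, cut at about 45% in these data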
#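 System: GST-tagged and Flag-tagged HCV core protein residues 1-106 / Input: core106 proteins, GST 13.5 nM and Flag 17 nM / Buffer or medium: KF-containing HEPES buffer, pH 7.45, DTT, CHAPS, BSA / Probe or stimulus: Eu-anti-GST and XL665-anti-Flag labelled anti-tag antibodies / Schedule: 4 h, 22.5 °C incubation / Technique: TR-FRET 671 and 617 nm emission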
# Fh CTSL1 inh: blocks F. hepatica cathepsin L1 in PFM18AAP counter-screen | recombinant F. hepatica cathepsin L1, Z-Leu-Arg-MCA fluorescence | inhibition, % at 5.96 µM | actives 0.49% (n = 300,000);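 active = inhibition above the mean of all tested compounds plus 3 SD, set per screening campaign, cut at about 17% in these data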;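 note: 0% = plate median of test compound wells and 100% = 1 µM Z-Phe-Ala-diazomethylketone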
# Efflux pump mplx: inhibitors of Candida antifungal efflux pumps expressed in yeast; S. cerevisiae Candida pump triplex, Nile Red efflux; inhibition, % at 10 µM; actives 0.44% (n = 330,000); AID 485275;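 active = plate passing quality check with inhibition over a set limit, or well fluorescence over plate mean plus 4 SD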;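 note: Nile Red retained in pooled yeast measured as flow cytometry median fluorescence; 0% = buffer negative control and 100% = Enniatin B positive control; higher means more Nile Red kept so more efflux inhibition; some compounds called inactive have numbers as strong as hits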
# An asterisk follows results filed as active; & = joins results of further samples. Only part of the results is shown; count on the stated rates, not on these rows.
SMILES,PREPL inhibitor,LYPLA2 counter,PP1 inh,TPT1 inhibitor,PP5 primary,GASC-1 inh,core dimer inh,Fh CTSL1 inh,Efflux pump mplx
COCCc1ncc(CN2CCCC(C(=O)Nc3cccc(-c4cccc(C)c4)c3)C2)cn1 (stereo not given),-22,3,0,-5,2.4,3,-8,-2,0.1
Cc1ccc(O)c(/C=N/NC(=O)c2[nH]ncc2Br)c1,4,0,-2,-1,1.7,8,1,2,0.3
CCCCSc1nc(CCC)cc(=O)[nH]1,1,-4,2,-2,1.2,-5,-2,2,0.1
CC(=O)c1ccc(N2CCN(c3ccc(C(N)=O)cc3[N+](=O)[O-])CC2)cc1,16,23,-1,2,2.8,3,11,7,0.0
COC(=O)CN1C(=O)C(O)(CC(=O)c2ccc(C)cc2)c2ccccc21 (stereo not given),-2,-1,0,2,-1.0,-1,6,2,-0.1
Cc1cccn2cc(CSc3nnc(Nc4ccc(C(C)C)cc4)s3)nc12,-13,-1,5,-2,2.3,1,10,1,-0.1
C/C(=N/NC(=O)CNC(=O)c1cccnc1)c1ccc(Cl)c(Cl)c1,-2,-3,0,0,-0.2,-14,5,2,-0.1
Cc1cc(NNC(=O)c2ccccc2)nc(NNC(=O)c2ccccc2)n1,-5,-8,3,3,1.1,5,-3,-1,-0.1
CN(C)CCCN(C(=O)c1ccco1)c1nc2ccc(Cl)cc2s1,-87,-3,-2,1,3.4,4,2,-3,0.0
C=CCC1(Cl)C(=O)C(Cl)=C(N2CCN(C)CC2)C1(OC)OC (stereo not given),16,-8,0,2,0.6,5,3,-1,0.3
CCOC(=O)CNC(=O)C(Cc1ccccc1)NS(=O)(=O)c1cccs1 (stereo not given),-12,7,-4,0,-1.0,-1,-3,-2,0.0
CCC(C)(C)NC(=O)C(c1cccn1C)N(C(=O)Cn1nnc2ccccc21)c1ccc(OC)cc1 (stereo not given),2,-1,-1,-1,2.6,19&0,1,-1,0.1
CCOc1ccc(/C=N/NC(=O)c2ccoc2C)cc1OC,19,-5,-4,-3,-11,45,-17,12,-0.1
COc1cc(OC)c(S(=O)(=O)Nc2ccccc2C(=O)O)cc1S(=O)(=O)Nc1ccccc1C(=O)O,-1,6,-2,2,2.5,-36,0,-4,0.0
COC(=O)c1ccc(CN2CCN(C(C)C)C(CCO)C2)cc1 (stereo not given),-4,5,1,-4,2.7,-1,1,-2,0.1
COc1ccccc1CNS(=O)(=O)c1ccc(C)cc1,-11,-1,-2,-2,2.1,0,-2,-1,-0.1
CCOc1ccc(C2NC(=O)NC(c3ccccc3)=C2C(C)=O)cc1OC (stereo not given),-1,2,-2,1,-0.3,10,7,3,-0.1
COc1ccc(OC)c(S(=O)(=O)N2CCCC2C(=O)N2CCc3ccccc3C2)c1 (stereo not given),-2,-3,-2,0,0.2,5,-1,1,0.0
COc1nc(Cl)cn(-c2ccc(Cl)cc2)c1=O,0,-4,-1,-6,3.0,1,-8,-2,0.0
O=C(NCc1cccc(Cl)c1)c1ccc2c(c1)SC1=NS(=O)(=O)CCN12,-16,5,1,0,1.2,-3,3,-3,0.1
NC(=O)/C(=C/c1cccnc1)NC(=O)c1ccccc1,1,7,-4,1,2.9,2,-7,3,-0.1
COc1cc(C2C3C(=O)N(Cc4ccccc4)C(=O)C3ON2c2ccccc2)cc(OC)c1O (stereo not given),-20,3,-4,-2,6.5,-3,8,0,-0.1
CNC(=O)NC(=O)COc1c(F)c(F)cc(F)c1F,-10,1,-6,0,2.4,11,-2,3,0.1
CC1(C)Cc2c(c(N3CCOCC3)nc3snc(N)c23)CO1,-1,7,-1,-3,0.3,37,1,1,0.0
CCC(C)NC(=O)C1c2ccccc2C(=O)N(c2ccc(OC)cc2)C1c1ccc(OC)cc1 (stereo not given),4,5,2,0,2.5,-5,-5,-2,-0.1

# 4 records picked at random from those above, as already listed:
SMILES,PREPL inhibitor,LYPLA2 counter,PP1 inh,TPT1 inhibitor,PP5 primary,GASC-1 inh,core dimer inh,Fh CTSL1 inh,Efflux pump mplx
O=C(NCc1cccc(Cl)c1)c1ccc2c(c1)SC1=NS(=O)(=O)CCN12,-16,5,1,0,1.2,-3,3,-3,0.1
CCOc1ccc(C2NC(=O)NC(c3ccccc3)=C2C(C)=O)cc1OC (stereo not given),-1,2,-2,1,-0.3,10,7,3,-0.1
Cc1cc(NNC(=O)c2ccccc2)nc(NNC(=O)c2ccccc2)n1,-5,-8,3,3,1.1,5,-3,-1,-0.1
CC1(C)Cc2c(c(N3CCOCC3)nc3snc(N)c23)CO1,-1,7,-1,-3,0.3,37,1,1,0.0

# The results go on.
SMILES,PREPL inhibitor,LYPLA2 counter,PP1 inh,TPT1 inhibitor,PP5 primary,GASC-1 inh,core dimer inh,Fh CTSL1 inh,Efflux pump mplx
CCCCn1c(=O)c(CCC(=O)OCC(=O)Nc2ccc(C)c(Cl)c2)nc2ccccc21,3,-10,-1,3,1.7,19,5,5,0.6
COc1ccc(OC)c(/C=N\Nc2nccs2)c1,15,3,-4,3,-1.4,7,11,10,-0.1
Cc1ccc(OCCCCn2cnc3ccccc32)c(C)c1,-3,0,9,-1,4.5,3,2,0,-0.1
COc1ccccc1-c1nnc(-c2ccc(C)cc2)o1,5,7,1,-1,1.1,-1,6,3,0.2
COc1ccc(S(=O)(=O)N2CCc3ccccc32)cc1C(=O)OCC(=O)c1c(N)n(C)c(=O)n(C)c1=O,19,-5,2,7,2.5,-2,16,-3,0.1
CC1CCN(C(=O)c2ccc3c(c2)NC(=O)CN3)CC1,58*,-1,-3,147*,-1.1,11,12,-4,-0.1
Cc1ccccc1-c1cc2c(nn1)-c1ccccc1C2=O,19,6,-6,2,1.5,22,15,71*,0.2
Nc1c(-c2ccccc2Cl)cnn1-c1cccc([N+](=O)[O-])c1,16,6,3,1,6.9,0,-4,2,0.4
COc1cc(C(=O)O[C@H]2C/C(C)=C/CC[C@@]3(C)O[C@@H]3[C@H](O)[C@@H]2C(C)C)cc(OC)c1OC,3,-3,2,-2,2.7,1,3,2,0.3
Cc1ccc(NC(=O)CCn2cnc3cc(C)c(C)cc32)cc1,-9,4,-3,-2,3.7,0,-2,-1,-0.1
Cc1ccc(NC(=O)N2CCCCCC2)cc1,1,-6,-2,-3,1.8,-1,0,1,0.1
CCc1ccccc1-n1cnc2cc(C(=O)O)ccc21,-3,3,-3,-7,-0.3,9,-3,5,0.0
CC(=O)Nc1ccc(S(=O)(=O)N2CCN(S(=O)(=O)N3CCCCCC3)CC2)cc1,-8,3,4,-5,-0.2,9,-12,-2,0.3
CN(c1ccccc1)S(=O)(=O)c1cccc(NC(=O)CSc2nncs2)c1,-27,-6,-3,5,-1.2,-2,2,-2,-0.1
N#Cc1ccc(-c2cccnc2)nc1SCC(=O)Nc1sc2c(c1C#N)CCC2,-30,-2,7,46*,1.8,3,13,-1,0.3
CN1CCN(c2nc(-c3ccc(Cl)s3)cs2)CC1,14,-3,-1,-1,0.8,11,-5,4,0.0
CC(=O)Nc1ccc(S(=O)(=O)Nc2nc3ccccc3nc2Nc2ccc(O)cc2)cc1,4,-4,0,0,2.1,-2,-9,1,0.0
Cc1ccc(S(=O)(=O)N2c3ccccc3OCC2c2ccccc2)cc1 (stereo not given),6,-4,0,-1,-1.3,49,7,2,-0.1
Cc1nnc2ccc(-c3ccc(NC(=O)c4ccco4)cc3)nn12,-5,-2,3,-1,-2.6,-2,26,10,-0.1
CCC(C)(NC(=O)c1ccc(=O)[nH]c1)C(=O)NC1CCCC1 (stereo not given),0,-5,2,-4,2.2,9,-2,-4,-0.1

# 3 entries already listed, sorted by molecular weight, descending.
SMILES,PREPL inhibitor,LYPLA2 counter,PP1 inh,TPT1 inhibitor,PP5 primary,GASC-1 inh,core dimer inh,Fh CTSL1 inh,Efflux pump mplx
COc1cc(C(=O)O[C@H]2C/C(C)=C/CC[C@@]3(C)O[C@@H]3[C@H](O)[C@@H]2C(C)C)cc(OC)c1OC,3,-3,2,-2,2.7,1,3,2,0.3
Cc1nnc2ccc(-c3ccc(NC(=O)c4ccco4)cc3)nn12,-5,-2,3,-1,-2.6,-2,26,10,-0.1
CCc1ccccc1-n1cnc2cc(C(=O)O)ccc21,-3,3,-3,-7,-0.3,9,-3,5,0.0

# Part of the list above, bar-delimited:
smiles | PREPL inhibitor | LYPLA2 counter | PP1 inh | TPT1 inhibitor | PP5 primary | GASC-1 inh | core dimer inh | Fh CTSL1 inh | Efflux pump mplx
CCC(C)(C)NC(=O)C(c1cccn1C)N(C(=O)Cn1nnc2ccccc21)c1ccc(OC)cc1 (stereo not given) | 2 | -1 | -1 | -1 | 2.6 | 19&0 | 1 | -1 | 0.1
CCOc1ccc(/C=N/NC(=O)c2ccoc2C)cc1OC | 19 | -5 | -4 | -3 | -11 | 45 | -17 | 12 | -0.1
COc1cc(OC)c(S(=O)(=O)Nc2ccccc2C(=O)O)cc1S(=O)(=O)Nc1ccccc1C(=O)O | -1 | 6 | -2 | 2 | 2.5 | -36 | 0 | -4 | 0.0
COC(=O)c1ccc(CN2CCN(C(C)C)C(CCO)C2)cc1 (stereo not given) | -4 | 5 | 1 | -4 | 2.7 | -1 | 1 | -2 | 0.1

# Source: PubChem BioAssay (several laboratories)
